mIAP inh: mouse IAP inhibition. AID 2806. 0.2% of 330,000 active. inhibition, % at 10 µM. purified mouse IAP, CDP-Star luminescence, 30 min;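 active = inhibition of at least 40% at 10 µM in the primary screen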;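 also: plate controls were DMSO with enzyme for no effect and no enzyme wells for full effect; values of inactives mirror those of a sister screen read the other way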
hIAP act: human IAP activation; purified human IAP, CDP-Star luminescence, 30 min; hits give high values; 1 = vehicle-only enzyme, 0 = enzyme-free background; P09923; activation factor at 10 µM; 0.16% of 330,000 active; AID 2524;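 active = activation factor of the enzyme at least 2-fold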; also: the source names both 10 and 20 µM as test concentration; values of inactives mirror those of a sister screen read the other way
mIAP act: increases mouse intestinal alkaline phosphatase activity; muIAP, CDP-Star luminescence, 30 min; hits give high values; 1 = vehicle-only enzyme signal, 0 = enzyme-free wells; activation factor at 10 µM; 0.24% of 330,000 active; AID 2805;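 active = activation factor of at least 2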; also: the source names both 10 and 20 µM as test concentration; values of inactives mirror those of a sister screen read the other way
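Assay system: mouse IAP enzyme; reagent: chemiluminescent substrate CDP-Star; dosing: test compounds delivered from DMSO solution; schedule: 30 min at room temperature; measured by: luminescence from enzymatic CDP-Star hydrolysis; controls: DMSO-only wells and no-enzyme negative control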
SENP1 FRET inh: SENP1 (human) catalytic domain inhibition; inhibition, % at 10 µM; recombinant SENP1 catalytic domain, CyPet-SUMO1-YPet FRET cleavage; Q9P0U3; 0.21% of 360,000 active;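 active = inhibition at least 30% at 10 µM, raw YFP signal under a set limit, fluorescence ratio 0.5 to 1.5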;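 also: 0% = enzyme with DMSO and 100% = no enzyme wells; some results filed as inactive read as strong as hits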
Target sequence (Q9P0U3 419-644 limits assumed): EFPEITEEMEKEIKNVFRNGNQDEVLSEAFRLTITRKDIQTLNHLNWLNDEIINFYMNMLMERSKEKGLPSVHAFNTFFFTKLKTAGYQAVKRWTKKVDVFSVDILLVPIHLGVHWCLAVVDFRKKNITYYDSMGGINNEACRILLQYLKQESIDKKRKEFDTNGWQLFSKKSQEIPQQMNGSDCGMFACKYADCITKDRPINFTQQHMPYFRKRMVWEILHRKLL
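Test system: recombinant human SENP1 catalytic domain, His6-tagged / Medium: pH 8 Tris buffer with EDTA, NaCl, BME, BSA, NP40, catalase / Also added: SUMO1 FRET substrate flanked by Cypet and Ypet, 25 nM / Times: 50 min reaction at room temperature / Signal: FRET, CFP and YFP emission / Control set: no-enzyme low control and enzyme-plus-DMSO high control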
hIAP inh: human IAP inhibition; P09923; 0.12% of 330,000 active; AID 2544; purified IAP, CDP-Star luminescence, 30 min; inhibition, % at 10 µM;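 active = inhibition reaching a set limit with compound at 10 µM in the primary screen, cut at about 35% in these data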;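 also: plate controls were DMSO wells with enzyme for no effect and no-enzyme buffer wells for full effect; values of inactives mirror those of a sister screen read the other way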
APOBEC3G inh: blocks human APOBEC3G single-stranded DNA deamination. recombinant A3G, ssDNA deamination FAM/TAMRA fluorescence. inhibition, % at 20 µM. 0.28% of 330,000 active;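 active = inhibition of at least 40% at 20 µM, with no more than 30% in the related APOBEC3A deaminase screen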;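 also: plate controls were DMSO wells with A3G for no effect and wells lacking A3G enzyme for full effect; some compounds called inactive have numbers as strong as hits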
Target sequence (Q9HC16 whole entry, looked up): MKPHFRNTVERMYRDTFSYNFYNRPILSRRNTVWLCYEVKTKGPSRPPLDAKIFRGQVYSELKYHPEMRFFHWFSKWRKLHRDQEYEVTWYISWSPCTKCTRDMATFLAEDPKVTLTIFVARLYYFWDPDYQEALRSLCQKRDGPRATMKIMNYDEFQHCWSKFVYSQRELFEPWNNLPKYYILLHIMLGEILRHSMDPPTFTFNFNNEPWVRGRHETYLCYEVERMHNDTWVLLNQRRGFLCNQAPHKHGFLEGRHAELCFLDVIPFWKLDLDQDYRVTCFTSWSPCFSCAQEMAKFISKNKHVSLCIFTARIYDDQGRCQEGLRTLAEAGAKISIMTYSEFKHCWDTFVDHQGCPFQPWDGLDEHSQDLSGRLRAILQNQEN
A3A deaminase: human APOBEC3A DNA deaminase inhibition; P31941; recombinant A3A, FAM/TAMRA ssDNA deamination fluorescence; inhibition, % at 20 µM; 0.41% of 330,000 active; AID 493011;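 active = at least 40% inhibition at 20 µM here, with at most 30% in a related deaminase screen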;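 also: plate controls were A3A with DMSO for no effect and wells lacking A3A enzyme for full effect; some results filed as inactive read as strong as hits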
Target sequence (P31941 whole entry, looked up): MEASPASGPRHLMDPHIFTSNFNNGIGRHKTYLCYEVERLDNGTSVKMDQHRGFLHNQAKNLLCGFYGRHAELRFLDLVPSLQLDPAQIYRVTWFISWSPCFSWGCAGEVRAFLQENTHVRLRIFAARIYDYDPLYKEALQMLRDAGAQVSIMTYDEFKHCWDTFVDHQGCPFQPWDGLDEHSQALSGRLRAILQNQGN
beta cell repl: MIN6 beta-cell proliferation induction. MIN6 cells proliferation, ATPlite luminescence, 48 h; cells starved in 0.2% serum; 100% = growth in 10% serum. proliferation, % at 10 µM. 0.29% of 330,000 active. AID 2380;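 active = compounds whose signal lies at least 3.5 SD above the mean of all wells on their plate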;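 also: 0% = DMSO-treated cells in low-serum medium and 100% = 10% serum control; some compounds called inactive have numbers as strong as hits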
NLRP3 yeast inh: blocks the NALP3 inflammasome reconstituted in yeast; Yeast reconstituted NLRP3/ASC/caspase-1, beta-gal luminescence, 24 h; inhibition, % at 10 µM; 0.39% of 330,000 active; AID 2825;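 active = inhibition of 50% or more; inactive = inhibition below 50%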;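 also: plate controls were induced DMSO wells for no effect and uninduced yeast grown without galactose for full effect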
* = called active by the depositor; . = not tested or not shown. These rows are one share of the data (hit frequency here may not be typical).

SMILES	mIAP inh	hIAP act	mIAP act	SENP1 FRET inh	hIAP inh	APOBEC3G inh	A3A deaminase	beta cell repl	NLRP3 yeast inh
COc1ccc(/C=C2/C(=N)N3N=C(CC(=O)N4CCCC4)SC3=NC2=O)cc1	-4	1.1	1	-1	-5	14	4	-1	12
COc1ccccc1CC(=O)OC(C)C(=O)Nc1ccc(S(=O)(=O)N2CCCCC2)cc1 (stereo not given)	-24	0.84	1.2	2	16	-6	-1	0	18
Nc1c(Cl)cc(-c2csc(NC(CO)c3nc4ccccc4n3CCOCCO)n2)cc1Cl (stereo not given)	14	0.95	0.86	-5	5	9	-1	10	16
Cc1ccc(S(=O)(=O)n2nc(OC(=O)c3cccc(F)c3)cc2N)cc1	4	0.92	0.96	1	8	-4	2	2	-11
Cc1[nH]c2ccccc2c1C(=O)CN1CCCCC1C (stereo not given)	-7	1.1	1.1	-13	-11	1	10	-2	29
S=c1[nH]c(-c2ccc(Br)cc2)cn1CCc1ccccc1	7	1.2	0.93	-1	-24	-5	0	1	14
Cc1cc(C)n2nc(SCc3nnc(-c4cccs4)o3)nc2n1	3	0.99	0.97	0	1	1	5	-5	-8
Cc1nc2ccc(NC(=O)CS(=O)(=O)c3ccc(F)cc3)cc2s1	0	1.1	1	1	-13	-13	-6	-3	2
CCCCc1c(O)nc(SCC(=O)N2CCOCC2)[nH]c1=O	13	1.2	0.87	1	-22	-6	-8	-3	-7
COc1ccc(C(=O)Nc2cccc(C(=O)N3CCN(C)CC3)c2)cc1	0	1	1	3	-2	-6	-3	0	17
Cc1ccccc1NC(=O)c1cn(-c2ccccc2)nc1-c1ccccc1	-40	0.87	1.4	2	13	-4	-2	-5	35
Cn1c(Cc2ccccc2)nnc1SCC(=O)c1ccc(Br)s1	4	0.88	0.96	-1	12	0	1	0	-3
COc1ccc(OC)c(NC(=O)Nc2ccccc2C)c1	-5	0.9	1	1	10	-3	3	-1	13
CCOC(=O)C1CCN(C(=O)c2sc3nc(-c4ccc(F)cc4)cn3c2C)CC1	-3	0.89	1	1	11	-5	-3	-1	-2
O=C(CSc1nnc(Cc2cc(=O)[nH]c(=O)[nH]2)n1-c1ccc(Cl)cc1)N1CCc2ccccc21	5	1	0.95	.	-4	-6	-2	0	7

Look-ups from above:
COc1ccccc1CC(=O)OC(C)C(=O)Nc1ccc(S(=O)(=O)N2CCCCC2)cc1 (stereo not given) in mIAP inh reads -24
COc1ccc(C(=O)Nc2cccc(C(=O)N3CCN(C)CC3)c2)cc1 in hIAP inh reads -2

More structures follow.
SMILES	mIAP inh	hIAP act	mIAP act	SENP1 FRET inh	hIAP inh	APOBEC3G inh	A3A deaminase	beta cell repl	NLRP3 yeast inh
COc1cccc(NC(=S)/C(=C(\[O-])c2cc(C)n(-c3ccccc3F)c2C)[n+]2ccc(N(C)C)cc2)c1	14	1.2	0.86	-19	-16	-6	-7	-6	17
O=C1NC(=O)C2(COC(c3ccncc3)OC2)S1 (stereo not given)	9	1.1	0.91	2	-10	-11	-4	-3	0
CC(=O)c1ccc(C(=O)NC2CCCN(Cc3ccccc3F)C2)s1 (stereo not given)	2	1.1	0.98	1	-13	-3	-2	0	17
COc1ccc(CCC(=O)N2CCN(C3CCCCC3)CC2)cc1	7	0.78	0.93	-1	22	-6	3	0	28
CCC(C)NCCOc1cccc(Br)c1 (stereo not given)	-11	1	1.1	-1	-2	-3	-4	0	7
COc1ccc2cc(/C=C/C(=O)c3ccco3)c(Cl)nc2c1	5	0.98	0.95	.	2	-5	-2	-5	20
Cc1cc(=O)[nH]c2ccc(S(=O)(=O)NCc3ccccc3)cc12	-10	1.1	1.1	0	-10	0	2	0	7
COC(=O)CN(C)C(=O)c1ccc2nc(Cc3cccc(Cl)c3)oc2c1	-11	1.1	1.1	2	-10	-2	-6	-3	28
O=C(Cc1ccccc1)NCCCc1ccccc1	-4	1.3	1	1	-32	0	4	-2	21
Cc1cc(Br)ccc1NC(=O)CN(C)C(=O)Cn1c(=O)cnc2ccccc21	3	1	0.97	-1	-3	15	66*	3	15
O=C(O)c1ccc(S(=O)(=O)c2ccccc2)cc1	-11	0.94	1.1	2	6	-6	-2	1	-26
CC(C)CC(=O)NC1(C(F)(F)F)C(=O)N(Cc2ccccc2)C2=C1C(=O)CC(C)(C)C2 (stereo not given)	-8	1.1	1.1	4	-5	-5	-3	2	4
O=C(O)c1ccc(N2Cc3ccccc3C2)cc1O	7	1.2	0.93	3	-16	10	20	-3	9
O=c1[nH]nc(-c2ccc(F)cc2)cc1Cc1ccccn1	-11	0.94	1.1	2	6	-3	-2	-2	7
Cc1ccc(SCC(=O)N2CCOCC2)cc1	6	0.88	0.94	1	12	-3	1	2	-4
Nc1nc(N2CCCCC2)nc2ccccc12	4	1.1	0.96	0	-6	1	-8	-3	-7
CCC(CC)C(=O)Nc1nnc(SCC(=O)NC2CCCCC2)s1	-2	0.98	1	1	2	-9	1	-2	3
Cc1cc(NC(=O)CSc2nncc(=O)n2N)no1	8	1	0.92	0	-2	-6	-3	-2	-4
C/C(CC(=O)NC(C)C)=N\NC(=O)COc1cc(C)c(Br)cc1Br	-2	0.94	1	-1	6	-1	-3	0	12
CC(C)(C)c1ccc(C(=O)O[C@H]2[C@H](Cc3ccccc3)NS(=O)(=O)[C@H]3C[C@@H]4C=C[C@]23O4)cc1	-16	1	1.2	-1	-4	-6	-1	-7	12
CN(c1ccccc1)S(=O)(=O)c1cccc(C(=O)NNC(=O)c2ccccc2)c1	7	1.3	0.93	3	-35	-1	0	0	-8
CC(=O)c1ccc(NC(=S)Nc2ccc3[nH]c(=O)[nH]c3c2)cc1	0	1.1	1	-5	-5	-9	4	-1	9
CN(Cc1ccccc1)C(=O)c1nc2ccccn2c1CN1CCC(N2CCOCC2)CC1	8	1	0.92	2	0	-1	1	-2	7
Cc1ccc(C)c(C(=O)COC(=O)c2cccc(N3C(=O)c4c(C)nc5ccccc5c4C3=O)c2)c1	16	0.92	0.84	1	8	-9	-7	-3	18
Cc1ccc(-c2nc(CS(=O)(=O)CC(=O)NCCN3CCCC3)c(C)o2)cc1	-3	0.83	1	-1	17	-4	-1	1	5
O=C(/C=C/c1ccc([N+](=O)[O-])cc1)c1cccs1	-7	1.2	1.1	3	-23	-2	-11	-7	26
O=C(Nc1ccccc1Cl)NC1(C(=O)NCCCN2CCOCC2)CCCCC1	-7	1.1	1.1	1	-7	1	4	0	4
CCOC(=O)C1CCCN(C(=S)NC2CCCC2)C1 (stereo not given)	0	0.95	1	0	5	-5	-2	-1	7
O=C(CSC1=NS(=O)(=O)c2cc(F)ccc2N1)Nc1ccccc1F	-4	1.1	1	3	-6	12	5	-3	28
O=C(Cn1cc(/C=N/NC(=O)c2cccc(C(F)(F)F)c2)c2ccccc21)Nc1ccc(F)cc1	12	0.89	0.88	-4	11	-7	-1	-5	6
CC(=O)c1ccc(OCc2cc(C(=O)N(C)Cc3ccccn3)no2)cc1	6	1.3	0.94	0	-29	-4	-2	-6	12
CC[N+](CC)(CC#Cc1ccccc1)CC(=O)c1ccc(Cl)cc1	15	1.1	0.85	2	-9	-8	-7	-1	-4
Cc1ccc(OCC(=O)O/N=C(\N)c2ccccn2)cc1C	3	0.98	0.97	-1	2	3	1	0	41
CSc1ccccc1OCc1cc(C(=O)N2CCC[C@H]2C(N)=O)no1	4	1.1	0.96	1	-12	-9	-8	-4	21
O=C(NCc1ccccn1)c1nnc(Cc2ccc(Cl)cc2)o1	6	1	0.94	-1	0	-1	1	-1	2
CCN(CC)c1ccc(/C=N/NC(=S)NCc2ccco2)cc1	5	1.1	0.95	-29	-7	-1	2	0	13
COc1cccc(CN(C)C(=O)CSCC(=O)Nc2cccc(C)c2)c1OC	-10	1	1.1	2	0	-8	-5	9	8
Cc1c(C(=O)c2cccc(F)c2)c2ccccn2c1CCC#N	10	0.9	0.9	0	10	-9	-6	-1	9
CC(C)[C@H]1COCCS(=O)(=O)N1Cc1cccc(Cl)c1	11	0.97	0.89	1	3	-11	24	-3	-21
Cc1cccc2cc(CN(CC3CCCO3)C(=S)NCc3ccco3)c(=O)[nH]c12 (stereo not given)	14	1	0.86	-1	-4	-8	-6	-1	8
COc1ccccc1NC(=O)N1CCCC1	5	1.1	0.95	0	-14	-6	-4	0	-9
CCO[C@H]1OC(C(=O)NC2CC2)=C[C@@H](C2CCCCC2)[C@@H]1CCCO	2	0.93	0.97	2	7	-12	-2	2	0
N#Cc1nc(-c2cccs2)oc1NCc1ccccc1	7	1.2	0.93	1	-21	-2	1	1	18
Cc1cccc(OCCNC(=S)NC(=O)c2cccnc2)c1	6	1.4	0.94	1	-36	-7	2	0	27
COC(=O)c1ccc(COc2cccnc2[N+](=O)[O-])cc1	4	0.83	0.96	-3	17	1	5	1	39
O=C(CNC(=O)c1ccc2ccccc2c1)OCC(=O)N1CCN(S(=O)(=O)c2ccc3ccccc3c2)CC1	13	0.87	0.87	2	13	-2	2	1	13
CN(Cc1ccco1)c1ncnc2ccc(-c3ccccc3Cl)cc12	-10	1.1	1.1	0	-8	-2	-2	-7	8
COC(=O)c1cc(OC)c(OC)cc1NC(=S)N1CCC(C(N)=O)CC1	-1	1	1	3	-2	1	3	1	12
Cc1ccc(OC(=O)CCNC(=O)c2ccccc2Cl)c(Br)c1	-2	1	1	1	0	-8	-3	-3	21
O=C1C2C3C=CC(C3)C2C(=O)N1c1n[nH]c(-c2ccccc2)n1 (stereo not given)	0	0.95	1	0	5	-3	0	2	-5
COc1ccc(-n2c(=O)c(CCC(=O)N(C)Cc3ccccc3C)nc3ccccc32)cc1	11	0.83	0.89	-2	17	-9	-2	-4	17
Cc1cc(=O)[nH]c(N)n1	3	0.97	0.97	3	3	4	5	-2	2
Cc1ccc(NC(=O)NC2CCCCCCC2)cc1C	-233	1.5	3.3*	-2	-46	-1	2	-4	15
COc1ccc(CN(C)C(=O)CNC(=O)c2ccc(C)cc2)cc1	3	1	0.97	0	-2	-6	1	-1	8
CS(=O)(=O)N1CCN(C2Cc3ccccc3C2)CC1	3	0.91	0.97	0	10	-4	-3	0	3
COCc1nc2ccccc2n1Cc1c(F)cccc1Cl	-12	1.1	1.1	-3	-10	-5	-7	2	-31
COc1ccc([C@@H]2CC=C(C(=O)O)CN2S(=O)(=O)c2ccc(Cl)cc2)cc1	2	0.98	0.98	0	2	-10	-4	4	15
COc1ccc(C(=O)NCC(=O)OCc2ccc(Br)cc2)cc1	3	0.93	0.97	1	7	-5	0	-2	-5
CC(C)COC(=O)C(C#N)c1nc2ccccc2nc1N1CCN(Cc2ccc3c(c2)OCO3)CC1 (stereo not given)	8	0.97	0.92	-34	3	-1	0	-3	7
Cc1cc(OC(=O)c2ccccc2)n(CCC#N)n1	8	0.8	0.92	3	20	2	2	-1	14
Cc1cccc(OCCNC(=O)CCc2ccccc2)c1	-11	0.92	1.1	-2	8	-11	-4	3	27
COC(=O)c1cccc(C(=O)N2CCCC(Nc3ccc4c(c3)OCCO4)C2)c1 (stereo not given)	4	1.1	0.96	1	-11	-4	-6	2	11

Screening results as filed in PubChem.
